# CatB block: inhibitors of human cathepsin B; P07858; purified cathepsin B, fluorogenic substrate, fluorescence; inhibition, %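 (tested at 10 µM)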; 63,000 compounds, 0.1% hits; AID 453; in the data active = inhibition above about 21%;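 also: 0% = enzyme with no compound and 100% = no enzyme blank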
# ROCK2 inh: ROCK2 (human) kinase inhibition. O75116. purified ROCK2, Kinase-Glo ATP depletion luminescence. inhibition, % at 6 µM. 60,000 compounds, 0.35% hits. AID 604;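 active = inhibition above the screen-wide mean inhibition plus 3 SD, cut at about 18% in these data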;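 also: plate controls were DMSO wells for no effect and Y-27632 control wells after no-enzyme background subtraction for full effect; many of its hits are not listed in these tables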
# Target sequence (O75116 whole entry, looked up): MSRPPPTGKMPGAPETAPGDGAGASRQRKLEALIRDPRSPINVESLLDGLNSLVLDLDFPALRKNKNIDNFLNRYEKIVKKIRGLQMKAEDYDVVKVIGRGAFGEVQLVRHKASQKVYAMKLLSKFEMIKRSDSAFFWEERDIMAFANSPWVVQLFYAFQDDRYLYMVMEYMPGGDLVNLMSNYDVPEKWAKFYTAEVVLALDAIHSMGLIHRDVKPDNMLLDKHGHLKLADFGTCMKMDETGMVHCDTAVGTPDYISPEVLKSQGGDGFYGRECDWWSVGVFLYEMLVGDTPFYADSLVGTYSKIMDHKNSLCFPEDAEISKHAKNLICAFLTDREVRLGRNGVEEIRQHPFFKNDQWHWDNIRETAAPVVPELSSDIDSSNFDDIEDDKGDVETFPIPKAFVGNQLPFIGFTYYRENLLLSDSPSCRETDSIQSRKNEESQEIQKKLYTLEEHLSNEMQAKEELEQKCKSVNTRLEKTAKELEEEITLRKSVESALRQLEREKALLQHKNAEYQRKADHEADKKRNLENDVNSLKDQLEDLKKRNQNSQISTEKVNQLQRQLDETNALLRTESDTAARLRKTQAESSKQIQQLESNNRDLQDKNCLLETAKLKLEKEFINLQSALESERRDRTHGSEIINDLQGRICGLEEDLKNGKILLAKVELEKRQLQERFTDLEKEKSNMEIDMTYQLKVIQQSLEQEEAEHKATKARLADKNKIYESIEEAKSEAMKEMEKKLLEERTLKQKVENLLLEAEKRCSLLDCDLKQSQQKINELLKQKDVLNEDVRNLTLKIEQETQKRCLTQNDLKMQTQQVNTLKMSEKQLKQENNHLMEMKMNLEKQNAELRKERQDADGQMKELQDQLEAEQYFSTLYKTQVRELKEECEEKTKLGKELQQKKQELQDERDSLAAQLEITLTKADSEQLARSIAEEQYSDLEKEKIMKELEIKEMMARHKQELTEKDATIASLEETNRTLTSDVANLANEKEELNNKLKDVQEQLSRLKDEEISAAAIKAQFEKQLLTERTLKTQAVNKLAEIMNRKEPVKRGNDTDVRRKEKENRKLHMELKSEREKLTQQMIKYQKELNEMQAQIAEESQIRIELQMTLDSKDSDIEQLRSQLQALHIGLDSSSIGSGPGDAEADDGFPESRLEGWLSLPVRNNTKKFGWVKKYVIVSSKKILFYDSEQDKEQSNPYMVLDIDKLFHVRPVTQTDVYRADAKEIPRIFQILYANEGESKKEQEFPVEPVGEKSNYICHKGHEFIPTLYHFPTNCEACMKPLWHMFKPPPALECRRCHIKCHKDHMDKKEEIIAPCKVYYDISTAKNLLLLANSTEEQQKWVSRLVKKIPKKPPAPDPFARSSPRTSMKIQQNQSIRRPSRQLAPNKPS
# JNK3 blocker: JNK3 (human) kinase inhibition. P53779. purified JNK3 kinase activity, HTS. inhibition, % at 8 µM. 60,000 compounds, 0.61% hits. AID 746; in the data active = inhibition above about 17%;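 also: 0% = DMSO and 100% = reference inhibitor; many of its hits are not listed in these tables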
# PKA inh: inhibitors of human protein kinase A | P17612 | PKA Kemptide phosphorylation, Kinase-Glo ATP luminescence | inhibition, % at 6 µM | 65,000 compounds, 0.1% hits;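 active = inhibition above the screen-wide mean inhibition plus 3 SD, cut at about 21% in these data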; also: many of its hits are not listed in these tables
# E coli RNAP: blocks E. coli RNA polymerase transcription; fluorescence transcription assay; inhibition, %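 (tested at 10 µM)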; 62,000 compounds, 0.2% hits; in the data active = inhibition above about 20%;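 also: 0% = enzyme without compound and 100% = no enzyme blank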
# AP ELISA ortho: alternative pathway complement inhibition, orthogonal assay; Human serum alternative complement pathway, LPS-coated ELISA, C3 deposition; tested in compound mixtures; inhibition, % at 5 µM; 62,000 compounds, 0.08% hits; AID 1235;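 active = inhibition above 30% in each of the two pooled mixtures holding the compound, so the lower value exceeds 30%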;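 also: 0% = serum in Mg-EGTA without compound and 100% = EDTA serum blank; some compounds past the cut are filed as inactive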
#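 Test system: human serum complement alternative pathway, C3 deposition onto LPS / Medium: Mg2+-EGTA GVB++ buffer containing human serum at 1:15 dilution / Probe or stimulus: Plate-bound LPS / Times: 1 h at 37 °C / Signal: ELISA with HRP anti-human C3 antibody, TMB substrate, absorbance 450 nm / Measure: percent inhibition / Repeats: two pool placements per compound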
# CatS inh: inhibitors of human cathepsin S; recombinant cathepsin S, AMC dipeptide fluorescence, pooled mixtures; inhibition, %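 (tested at 5 µM per compound within 10-compound mixtures)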; 62,000 compounds, 0.06% hits; in the data active = inhibition above about 32%, passing the limit was not always enough;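 also: 0% = enzyme without compound and 100% = blank without enzyme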
# CatB mixtures: inhibitors of human cathepsin B in compound mixtures. Purified cathepsin B, AMC dipeptide fluorescence. AID 488. 62,000 compounds, 0.06% hits. inhibition, %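 (ten-compound pools at 5 µM per compound and 50 µM total)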; in the data active = inhibition above about 22%, passing the limit was not always enough;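 also: 0% = enzyme without compound and 100% = no enzyme blank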
# RORA act: RORA (human) activation. CHO-K1 Gal4-RORA LBD luciferase reporter, luminescence; percent increase over mock-subtracted basal signal. 65,000 compounds, 1.5% hits. activation, % at 10 µM;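 active = activation above the mean of all tested compounds plus 3 SD, cut at about 49% in these data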;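 also: 0% = DMSO-treated RORA cells and 100% = added signal equal to DMSO minus mock-transfected cells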
# The depositor's hits bear a star; . = not tested or not shown. The list is partial (hit frequency here may not be typical).
# The first four compounds, ahead of the listing:
# Order of results: CatB block	ROCK2 inh	JNK3 blocker	PKA inh	E coli RNAP	AP ELISA ortho	CatS inh	CatB mixtures	RORA act
CCOC(=O)CSC1=C(C#N)C(c2ccccc2OCC)C(C#N)C(=O)N1 (stereo not given)
    -1	3	-4	6	3	4	-8	-2	32
COCC(C)n1c(C)cc(C(=O)COC(=O)c2nc3nc(C)cc(C)n3n2)c1C (stereo not given)
    -7	4	-2	8	5	-7	15	-3	-12
CN(C)S(=O)(=O)c1ccc(C(=O)Nc2nc(-c3cccs3)cs2)cc1
    -6	-8	-2	-2	0	20	-7	3	24
CCCOc1ccc(C(=O)Nc2ccc(N3CCN(C(C)=O)CC3)cc2)cc1
    -1	5	-4	1	5	-14	0	2	18

# The list itself, from the first entry:
# Order of results: CatB block	ROCK2 inh	JNK3 blocker	PKA inh	E coli RNAP	AP ELISA ortho	CatS inh	CatB mixtures	RORA act
CCOC(=O)CSC1=C(C#N)C(c2ccccc2OCC)C(C#N)C(=O)N1 (stereo not given)
    -1	3	-4	6	3	4	-8	-2	32
COCC(C)n1c(C)cc(C(=O)COC(=O)c2nc3nc(C)cc(C)n3n2)c1C (stereo not given)
    -7	4	-2	8	5	-7	15	-3	-12
CN(C)S(=O)(=O)c1ccc(C(=O)Nc2nc(-c3cccs3)cs2)cc1
    -6	-8	-2	-2	0	20	-7	3	24
CCCOc1ccc(C(=O)Nc2ccc(N3CCN(C(C)=O)CC3)cc2)cc1
    -1	5	-4	1	5	-14	0	2	18
CCCn1c(SCC(=O)NCc2ccco2)nc2c1c(=O)n(C)c(=O)n2C
    -6	1	-4	-2	8	6	-3	5	-8
COc1ccc(NC(=O)CSc2nc3ccccc3c(=O)n2CCNC(C)=O)cc1
    4	9	0	10	5	2	5	-1	6
O=C(CC1CCCCC1)Nc1c2c(nn1-c1ccc(F)cc1)CS(=O)(=O)C2
    3	.	.	-6	2	7	7	-1	-19
Cn1c(=O)n(C)c2cc(S(=O)(=O)N3CCOCC3)ccc21
    6	1	-2	1	2	2	13	6	2
CC(C)CCNC(=O)NC(=O)CN1C(=O)NC2(CCCCC2)C1=O
    2	5	-2	4	-19	-7	6	3	-5
COc1ccccc1C(=O)NC(=Nc1nc2ccccc2o1)NC(=O)c1ccccc1OC
    1	-18	4	0	2	.	.	.	-14
Cn1c(=O)c2c(nc(SCC(=O)NCc3ccc4c(c3)OCO4)n2Cc2ccccc2)n(C)c1=O
    3	1	-5	0	7	-2	-9	3	2
CC(C)Oc1ccc(C(=O)Nc2ccc(N3CCCC3)cc2)cc1
    4	4	-8	9	5	5	13	12	-8
c1ccc(-n2cnnc2SCc2nc3ccccc3s2)cc1
    6	3	5	8	4	8	4	-1	34
Cc1ccc(SC(C)c2nc(-c3ccccc3)no2)cc1 (stereo not given)
    2	3	-5	10	9	6	-7	-11	-6
CCc1nnc(NC(=O)C(NS(=O)(=O)c2ccc3c(c2)OCCO3)C(C)C)s1 (stereo not given)
    8	6	4	10	5	2	4	-1	-8
CCOc1ccc2nc(NC(=O)C(CC)Sc3nc(C)cc(=O)[nH]3)sc2c1 (stereo not given)
    0	4	-4	5	12	8	6	14	52*
CCOC(=O)c1c(NC(C)=O)sc2c(O)cccc12
    3	7	4	5	12	-3	29	-6	-6
Cc1ccc(C)c(N(CC(N)=O)S(C)(=O)=O)c1
    3	10	-6	7	6	-1	-1	-3	7
CCOC(=O)N1CCN(C(=O)CS(=O)Cc2nc(-c3cccc(C)c3)oc2C)CC1 (stereo not given)
    1	7	1	6	1	17	-1	3	-1
CCOC(=O)c1ccc(NC(=O)CC2C(=O)N(c3ccc(F)cc3)C(=O)N2CCCOC)cc1 (stereo not given)
    4	.	.	8	6	7	1	1	8
O=C(CSc1nnc(-c2ccco2)n1CC1CCCO1)c1ccc(F)cc1 (stereo not given)
    7	4	8	13	7	2	2	-3	-8
CCOC(=O)CCNC(=O)CNC(=O)OCc1ccccc1
    8	1	-2	5	4	11	12	11	-5
CCOC(=O)c1ccc2ncc(C(=O)OCC)c(NCCN(C)C)c2c1
    0	9	-2	5	0	20	-7	4	-18
Cc1cc(N2CCN(c3ccccc3)CC2)n2nnnc2n1
    -2	2	2	0	12	13	13	6	0
COc1ccc(N2CCN(Cc3nc(N)nc(Nc4ccc(C)c(Cl)c4)n3)CC2)cc1
    6	5	-6	9	7	1	3	2	11
CCSc1cc(C2C(C#N)=C(N)OC(C)=C2C(=O)OC)c(C)o1 (stereo not given)
    4	7	0	1	5	12	2	5	-2
COc1ccc(NS(=O)(=O)c2cccc(C(=O)O)c2)cc1
    1	5	2	18	4	14	-16	0	14
COC(=O)CN(c1ccccc1C)S(C)(=O)=O
    -5	.	.	.	1	13	-3	3	.
Cc1c(NC(=O)CSc2nc3ccccc3n2C)c(=O)n(-c2ccccc2)n1C
    1	6	-5	9	10	6	5	-7	-7
O=c1cc(CSc2nnnn2-c2ccccc2)nc2nc[nH]n12
    4	8	2	7	7	11	2	3	3
Cc1ccc(S(=O)(=O)N2CCCC2C(=O)Nc2cc(C)on2)cc1 (stereo not given)
    1	4	-3	6	3	20	-1	4	12
CCCC1CCC(C(=O)Nn2cnc3ccccc3c2=O)CC1 (stereo not given)
    3	1	1	8	5	8	-2	4	-11
O=C(Nc1nnc(-c2ccccc2)o1)c1ccc(Cl)cc1
    -2	5	1	5	.	1	-14	-5	-6
CCc1nnc(NC(=O)c2cccc(S(=O)(=O)N3CCN(c4ccccc4)CC3)c2)s1
    4	5	0	20	6	10	-3	1	-13
CCOC(=O)C1=C(C)N(c2nonc2NC(C)=O)C(N)=C(C#N)C1c1ccccc1F (stereo not given)
    -8	4	-3	11	-1	11	-4	5	-17
COc1cccc(/C=N/n2c(CO)nc3ccccc32)c1OC
    0	10	1	2	5	7	-14	-7	1
CCC(=O)N1CCc2cc(S(=O)(=O)CCC(=O)Nc3nc(C)cs3)ccc21
    -1	6	4	14	3	4	1	-2	11
COc1cc(OC)c(-c2nn3c(-c4ccncc4)nnc3s2)cc1OC
    6	-3	9	-1	5	-9	11	5	2
CS(=O)(=O)N(Cc1ccccc1)c1ccccc1C(=O)O
    0	.	.	.	3	13	-7	3	.
CCC1(CC)C(=O)NC(=O)NC1=NCCc1c[nH]c2ccccc12
    7	-3	-5	3	10	0	8	-1	-19
Cn1c(=O)c(=O)n(C)c2cc(S(=O)(=O)N3CCN(Cc4ccccc4)CC3)ccc21
    10	6	-5	12	4	7	-3	33	-18
Cc1ccc(S(=O)(=O)N2CCN(C(=O)c3cc(=O)[nH]c4ccccc34)CC2)c(C)c1
    -4	1	-3	2	7	-2	4	8	-19
Cc1cc(C)cc(CSc2nnc(C)c(=O)[nH]2)c1
    -4	1	6	5	7	10	15	4	6
O=C(O)c1ncn(Cc2ccccc2)c1C(=O)O
    8	-4	3	1	3	-23	14	9	-2
CC(C)N1C(=O)C2C(C(=O)NC3CCCCC3)C3C=CC2(O3)C1C(=O)NC1CCCC1 (stereo not given)
    -2	2	4	8	4	21	-8	4	-9
Cc1ccc2c(c1)NC(=O)C(CC(=O)NCCCN1CCN(C3CCCCC3)CC1)O2 (stereo not given)
    -2	3	6	2	2	7	34	1	-15
O=C(Cn1nc(Cl)nc1Cl)c1cc2ccccc2oc1=O
    1	-4	0	2	6	1	-3	2	-10
CC1Cc2ccccc2N1S(=O)(=O)c1cccc2nsnc12 (stereo not given)
    0	-8	2	-2	7	6	-5	3	-14
COc1ccc(-c2noc(CCCC(=O)O)n2)cc1
    4	-2	3	-1	9	6	10	5	-68
Cc1ccc2[nH]c(=O)c(-c3nc4cc(C)ccn4c3NCc3ccco3)cc2c1
    3	7	-4	10	4	12	-4	2	31
CNC(=O)c1c[nH]n2c(=O)c(Cc3ccccc3F)c(C)nc12
    -1	-1	-4	-3	10	5	5	2	-4
CCOc1ccccc1NC(=O)CCn1c(=O)oc2ccccc21
    1	5	0	7	4	-3	8	-4	12
NC(=O)C1CCN(c2oc(-c3ccccc3F)nc2S(=O)(=O)c2ccc(Cl)cc2)CC1
    5	4	-1	2	12	-13	8	2	-17
Cc1ccc(-n2c(=O)c3sccc3n(CC(=O)N3CCCC3)c2=O)cc1
    2	2	2	4	0	19	-3	2	37
Cc1ccc(Cn2c(SCC(C)C)nc3c2c(=O)n(C)c(=O)n3C)cc1
    -2	3	-4	9	3	1	7	4	6
CCc1ccccc1NC(=O)CSc1nnc([C@@H](N)Cc2ccccc2)o1
    4	.	.	0	9	0	33	7	-6
CCOC(=O)C1CCCN(c2ncnc3c2cnn3-c2ccc(Cl)cc2)C1 (stereo not given)
    2	.	.	3	1	19	4	14	14
COc1cc(C(C#N)N2CCCCC2)ccc1O (stereo not given)
    1	4	5	-2	8	22	0	3	2
CC1CCCN(C(=O)Cc2ccc(F)cc2)C1 (stereo not given)
    4	.	.	5	8	9	-10	2	-4
COCCN(CC(=O)NCc1ccccc1)C(=O)CCC(=O)Nc1nccs1
    -2	8	7	12	6	0	-2	1	4

# The listing continues:
# Order of results: CatB block	ROCK2 inh	JNK3 blocker	PKA inh	E coli RNAP	AP ELISA ortho	CatS inh	CatB mixtures	RORA act
O=C(CCc1ccccc1)Nc1nnc(-c2cccs2)o1
    0	-3	3	-5	-3	10	-3	0	15
CCOC(=O)N1CCC(N(C(=O)Nc2ccc(Cl)c(Cl)c2)C(C)CC)CC1 (stereo not given)
    1	-1	3	6	2	9	-3	-10	-15
Cc1noc(C)c1COC(=O)CCOc1ccccc1
    3	7	8	7	10	4	-4	2	-8
O=C1CN(C(=O)CN2CCCC2)C(c2ccccc2)c2cc(Br)ccc2N1 (stereo not given)
    0	9	2	2	8	-7	5	-10	-4
CCn1c(C(O)c2cccc(OC)c2OC)nc2ccccc21 (stereo not given)
    3	2	5	4	5	-8	16	-1	8
COc1ccccc1CNC(=O)C1CCN(Cc2nc(-c3ccc(Cl)cc3)oc2C)CC1
    0	4	2	6	7	9	12	3	-6
COCCNCCOCCOc1cccc(OC)c1
    -5	-2	-13	-5	-4	7	2	-1	-14
Cc1cc(C)nc(NC(=O)NS(=O)(=O)Nc2ccc(Br)cn2)n1
    6	8	10	11	1	13	-3	1	-21
CC(=O)c1c(N)c(C#N)c(C)n1-c1ccc(Br)cc1
    -3	3	-1	6	6	12	-6	2	5
CCCNC(=O)c1cc(-c2ccco2)on1
    -1	2	5	1	-6	8	-9	-5	36
COc1cc(SC)ccc1C(=O)Nc1ccc(S(=O)(=O)N2CCCC2)cc1
    2	3	-3	6	7	-3	-2	-3	-6
COc1ccc(-c2noc(COc3ccc4c(c3)OCO4)n2)cc1
    1	3	4	4	4	1	1	3	3
O=C(NC1CCCCCC1)C1CCN(S(=O)(=O)c2ccc(F)cc2)CC1
    3	3	-1	0	7	0	4	-2	-7
COc1ccc(NC(C)=O)cc1NC(=O)CN1CCN(S(=O)(=O)c2ccc(C(C)C)cc2)CC1
    6	2	-2	1	7	5	6	7	-1
CCC1SC2=NC(C)=C(C(=O)OC)C(c3cccs3)N2C1=O (stereo not given)
    -2	-1	-8	-10	10	6	18	9	7
COc1ccc(C(=O)Nc2oc(-c3ccccc3)c(-c3ccccc3)c2C#N)cc1OC
    .	1	0	5	.	.	.	.	2
Cc1ccc(C(=O)C2=C(O)C(=O)N(CCN(C)C)C2c2ccccn2)o1 (stereo not given)
    3	5	0	6	8	18	6	-1	-9
Cc1cc(C)n(C(=O)CSc2nc3ccccc3o2)n1
    4	-8	2	2	7	.	.	.	-2
COc1ccc(OC)c(Nc2cc(C(=O)NCCCN3CCOCC3)c3ccccc3n2)c1
    4	6	-12	4	4	19	2	12	29
